APJ antag: blocks the human apelin receptor APJ | P35414 | CHO-K1 APJ beta-arrestin complementation, luminescence | inhibition, % at 20 µM | actives 0.32% (n = 330,000) | AID 2521;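 active = inhibition above about 40% at 20 µM, limit read from the data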;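 note: cells challenged with 10 nM apelin-13 agonist together with compound; plate controls were apelin-13 plus DMSO wells for no effect and DMSO wells lacking apelin-13 for full effect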
Target sequence (P35414 whole entry, looked up): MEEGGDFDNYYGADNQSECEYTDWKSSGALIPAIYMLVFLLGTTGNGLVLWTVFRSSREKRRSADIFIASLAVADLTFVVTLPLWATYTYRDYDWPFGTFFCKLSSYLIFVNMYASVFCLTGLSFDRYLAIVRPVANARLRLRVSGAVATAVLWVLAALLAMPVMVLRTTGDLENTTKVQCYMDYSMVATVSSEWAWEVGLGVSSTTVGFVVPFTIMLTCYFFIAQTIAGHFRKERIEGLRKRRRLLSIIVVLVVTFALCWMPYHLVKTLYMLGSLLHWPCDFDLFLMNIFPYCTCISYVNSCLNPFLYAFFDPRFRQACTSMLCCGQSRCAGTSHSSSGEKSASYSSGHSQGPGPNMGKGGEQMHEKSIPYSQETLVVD
Mdm2 MdmX PPI: disrupts the human Mdm2-MdmX interaction; SaOS-2 split-luciferase Mdm2/MdmX complementation, luminescence; inhibition, % at 8 µM; actives 3% (n = 330,000); AID 485346;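 active = inhibition of at least 50% at 8 µM in the primary screen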
CXCR6 block: blocks human CXCR6 beta-arrestin recruitment; O00574; CHO-K1 PathHunter CXCR6 beta-arrestin, luminescence; inhibition, % at 20 µM; actives 0.36% (n = 360,000); in the data active = inhibition above about 34%, passing the limit was not always enough;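 note: antagonist mode with CXCL16 agonist at 10 nM final; 0% = 10 nM CXCL16 with DMSO and 100% = unstimulated wells without agonist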
Target sequence (O00574 whole entry, looked up): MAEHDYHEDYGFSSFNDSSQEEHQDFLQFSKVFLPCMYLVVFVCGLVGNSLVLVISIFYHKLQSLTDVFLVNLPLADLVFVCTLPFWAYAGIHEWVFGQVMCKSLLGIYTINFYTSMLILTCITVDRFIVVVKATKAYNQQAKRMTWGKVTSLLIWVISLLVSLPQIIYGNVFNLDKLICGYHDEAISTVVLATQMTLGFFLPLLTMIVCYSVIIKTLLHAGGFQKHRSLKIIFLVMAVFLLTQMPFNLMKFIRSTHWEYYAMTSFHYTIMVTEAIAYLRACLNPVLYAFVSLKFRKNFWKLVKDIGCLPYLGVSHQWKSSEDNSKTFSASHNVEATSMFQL
XBP1 UPR activ: adaptive UPR (XBP1) activation; CHO-XBP1 luciferase reporter, IRE1-XBP1 UPR activation, luminescence; percent of tunicamycin response, DMSO as zero; activation, % at 20 µM; actives 0.33% (n = 330,000);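 active = versus positive control, 20 µM dose yields 30% or more activation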;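 note: 100% = tunicamycin at 10 µg/mL and 0% = DMSO only wells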
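Material: CHO-XBP1 cells stably carrying IRE1-XBP1-driven luciferase reporter | Medium: F12 with 10% serum | Compound dosing: 20 µM single concentration, DMSO 1% | Incubation: Overnight seeding at 37 °C, 6 h compound treatment at 37 °C | Detection: Steady-Glo luminescence read | Read-out basis: % activation of reporter signal versus tunicamycin and DMSO controls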
APJ agonist: agonists of human APJ apelin receptor. P35414. CHO-K1 APJ PathHunter beta-arrestin, luminescence; 0% DMSO wells, 100% apelin. activation, % at 20 µM. actives 0.11% (n = 330,000). AID 2520;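 active = activation more than six SD over the plate average, tested at 20 µM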;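 note: 0% = DMSO alone and 100% = apelin-13 at 10 nM; some results filed as inactive read as strong as hits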
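Assay system: engineered CHO-K1 APJ arrestin reporter cells; Amount: 1000 CHO-K1 reporter cells seeded per well; Dosing: one dose, 20 µM compound, 1% DMSO; Times: compound stimulation 90 min at 25 °C, detection 60 min; Measured by: luminescent beta-gal fragment complementation, chemiluminescent substrate; Read-out: APJ–arrestin association signal; Controls: DMSO vs Apelin-13 10 nM.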
UPR CHOP act: activators of apoptotic arm of unfolded protein response (CHOP) | CHO-CHOP luciferase reporter, UPR activation, luminescence; percent of tunicamycin response over DMSO baseline | activation, % at 10 µM | actives 0.34% (n = 330,000) | AID 449763;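 active = at 10 µM dose, activation of 40% or more, normalized to positive control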;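 note: 100% = tunicamycin at 10 µg/mL and 0% = DMSO alone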
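assay system = CHO CHOP reporter cells | amount = 500 CHO-CHOP cells per well | buffer or medium = F12 with 10% FBS | incubation = 16-18 h cell attachment, then 6 h compound exposure, 37 °C | detection = luminescence read with Steady-Glo | read-out = percent activation relative to tunicamycin control | controls = tunicamycin high control, DMSO low control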
tim23-1 inh: inhibits growth of tim23-1 mutant yeast; S. cerevisiae tim23-1 growth, BacTiter-Glo luminescence, 24 h; inhibition, % at 20 µM; actives 1.3% (n = 330,000); AID 463212;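 active = growth inhibition of the mutant yeast at or above 50%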;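 note: temperature-sensitive mutant grown at 25 °C; plate controls were DMSO-treated mutant yeast for no effect and medium wells lacking yeast for full effect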
EBI2 antag: blocks human EBI2 receptor beta-arrestin signaling; actives 0.81% (n = 360,000); inhibition, % at 5 µM; EBI2 beta-arrestin recruitment, luminescence, 7a,25-OHC stimulated; P32249; in the data active = inhibition above about 38%;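 note: enzyme fragment complementation signal reports receptor beta-arrestin coupling in cells; 0% = agonist plus DMSO wells and 100% = wells without agonist; some results beyond the cut were filed as inactive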
Target sequence (P32249 whole entry, looked up, the tested form may be a part): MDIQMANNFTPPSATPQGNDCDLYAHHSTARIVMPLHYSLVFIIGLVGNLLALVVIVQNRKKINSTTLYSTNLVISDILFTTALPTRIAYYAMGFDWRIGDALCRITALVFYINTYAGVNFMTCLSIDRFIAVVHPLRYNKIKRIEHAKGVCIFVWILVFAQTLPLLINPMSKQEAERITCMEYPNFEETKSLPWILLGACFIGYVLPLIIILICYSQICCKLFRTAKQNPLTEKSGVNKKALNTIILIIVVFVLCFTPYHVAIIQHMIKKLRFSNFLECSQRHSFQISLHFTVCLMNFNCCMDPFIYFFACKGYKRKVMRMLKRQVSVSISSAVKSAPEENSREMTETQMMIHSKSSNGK
CCR6 antagonist: blocks CCL20-driven beta-arrestin recruitment at human CCR6; P51684; AID 493098; actives 0.49% (n = 340,000); inhibition, % at 20 µM; CHO-K1 CCR6 PathHunter beta-arrestin, luminescence, CCL20-stimulated;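 active = compounds whose inhibition of the agonist-driven luminescence signal at 20 µM reaches about 50%, limit read from the data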;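 note: cells stimulated with CCL20 at 14 nM final; plate controls were DMSO with CCL20 for no effect and DMSO without agonist for full effect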
* = called active by the depositor; nt = not tested or not shown. The list is partial. The share of hits here may be higher or lower than overall.

SMILES	APJ antag	Mdm2 MdmX PPI	CXCR6 block	XBP1 UPR activ	APJ agonist	UPR CHOP act	tim23-1 inh	EBI2 antag	CCR6 antagonist
O=C1C(Cl)=C(N2CCC(C(=O)O)CC2)C(=O)c2ccccc21	-75	-20	-16	-1	10	2.3	12	-17	20
C=CCn1c(SCC(=O)Nc2ccc(F)cc2)nc2ccccc2c1=O	-1	5	-7	-4	2	1.5	3	8	2
CC(Oc1ccccc1)c1ccnc(N)n1 (configuration not stated)	3	-7	4	7	1	-0.6	10	12	-1
CC(C)Oc1ccc(C(=O)NCCCNC(=O)c2cccnc2)cc1	-1	-21	4	-2	-1	0.5	-41	8	7
CCCN1CCC(=O)N([C@H](CO)Cc2ccccc2)CC1	7	-18	7	-3	1	3.2	-6	-10	-1
COc1cc(CN2CCN(Cc3ccc(SC)cc3)CC2)cc(OC)c1O	4	25	-7	-3	-3	-2.5	-24	-2	5
Cc1cc(C)n(CCC(=O)N/N=C/c2ccc(Br)c([N+](=O)[O-])c2)n1	-7	17	-8	-1	-5	0.4	12	8	5
CSc1ccc(NC(=O)CSc2nc3[nH]c(=O)cc(O)c3s2)cc1	5	-26	9	0	-1	-0.1	10	-2	23
COc1ccc(-c2cc3ccccc3[nH]2)cc1	-18	-124	-17	-1	-3	7.8	8	-12	0
COc1ccc(C2(CN(C(C)=O)C(C)=O)CCCC2)cc1OC	-18	20	-3	2	0	-1.7	18	-1	-6
CC(C)OC(=O)CSc1nc2c(c(C3CC=CCC3)c1C#N)CCC2 (configuration not stated)	25	15	14	-2	-1	1.5	32	2	15
CCn1c(=O)c(C(=O)CN(C)CC(=O)Nc2cccc(F)c2)c(N)n(Cc2ccccc2)c1=O	-8	43	0	0	-3	-0.2	11	-2	10
COc1cc(/C=N/NC(=S)Nc2cccnc2)cc(OC)c1OC	-28	13	-7	4	-1	0.3	4	-1	3
CC(CCc1ccc(O)cc1)N(C)CCc1ccccc1 (configuration not stated)	24	-12	2	1	-5	0.2	-55	-7	11
Cc1ccc(CN2CCSc3ccc(C(=O)NC4CCN(Cc5ccccc5)CC4)cc32)cc1	-1	27	18	1	-2	1.7	-4	10	15
Cc1cc(C)c2c(c1)/C(=N/NC(=O)c1ccc(O)cc1)CCC2	12	34	8	-2	-5	-1.5	10	5	5
O=C(NC(=S)NCCO)c1cn(-c2ccccc2)nc1-c1ccccc1	28	7	-1	2	-3	0.2	33	1	-1
COc1ccc(-c2nc(CSCC(=O)NCC3CCCO3)c(C)o2)cc1OC (configuration not stated)	4	-13	7	1	-2	-1.4	2	3	9
CCCn1c(SCC(=O)Nc2ccc(S(=O)(=O)N(C)C)cc2)n[nH]c1=O	-14	19	-3	-2	0	-0.6	16	4	-14
CN(C(=O)COC(=O)C1CCN(S(=O)(=O)c2c(Cl)cccc2Cl)CC1)c1ccccc1	-48	13	-3	-1	1	-0.6	25	9	19
O=S(=O)(c1ccc(-c2n[nH]c(=S)o2)cc1)N1CCCC1	-17	6	-3	-5	-1	-1.3	4	0	11
COc1cc(/C=C/C(=O)OCN2C(=O)c3ccccc3C2=O)ccc1OC(F)F	1	15	6	0	5	0.7	-1	6	16
CC1(C(=O)Nc2ccccc2)Cc2ccccc2C(=O)O1 (configuration not stated)	6	2	3	-2	-3	-0.7	11	-2	6
COc1cccc(N2CCN(CC(=O)c3c[nH]c4ccc(OC)cc34)CC2C)c1 (configuration not stated)	-12	24	-15	-7	3	-5.6	5	8	15
Cc1ccc(Cl)c(NC(=O)CSc2n[nH]c(=O)n2C2CC2)c1Cl	19	9	-4	-2	-2	-1.6	0	1	-2
Cc1ccc(Cn2cccc(NC(=O)c3ccco3)c2=O)cc1	0	-13	11	-1	-4	3.0	-14	-2	15
COc1ccc(CCNc2ccc(S(N)(=O)=O)cn2)cc1	14	12	-10	-3	0	2.7	17	1	9
O=C(OCc1ccc(Br)cc1)c1cccnc1	6	1	-3	-3	-3	3.8	12	-6	11
CCOc1cc2[nH]c(=O)n(CCCCCC(=O)NCc3ccco3)c(=O)c2cc1OCC	13	-10	5	-1	1	1.2	-4	12	-1
O=C1COc2ccc(S(=O)(=O)N3CCC(C(=O)NCc4ccc(F)cc4)CC3)cc2N1	3	-5	-2	-3	0	-0.4	-3	11	5
O=[N+]([O-])c1ccc(O)c(C=Nc2ccc3oc(Cc4ccc(Cl)cc4)nc3c2)c1	22	19	nt	1	-4	2.4	34	nt	nt
Cn1nc(C(F)(F)F)c(C#N)c1N1CCN(c2ccc(F)cc2)CC1	-17	56*	-5	3	-5	-3.1	3	15	2
CCOC(=O)c1sc(=S)n(C)c1N	3	10	6	-5	0	-3.3	13	3	15
CC(=O)c1nnn(-c2cccc(C#N)c2)c1C	-11	-11	-2	1	4	-0.3	8	-4	-6
COc1ccc(NC(C)=O)cc1NC(=O)CN1CCN(C2c3ccccc3-c3ccccc32)CC1	-7	29	12	0	-2	0.5	27	12	3
CCN(CC)c1ccc(NC(=O)CCS(=O)(=O)c2cccc3nsnc23)c(C)c1	-8	8	-7	-1	0	0.4	2	0	6
O=C(COC(=O)c1ccccn1)Nc1nc(-c2cccc([N+](=O)[O-])c2)cs1	-18	8	3	-1	-1	2.1	-4	-5	16
CCOc1ccc(NC(=O)CN(C)C(=O)c2cccc3ccccc23)cc1OCC	13	24	0	-1	0	-0.3	24	-3	-2
CCCCn1c(SCC(=O)c2cc(OC)ccc2OC)nc2cc(S(N)(=O)=O)ccc21	16	-16	0	-2	7	0.3	12	-1	-16
O=C(COC(=O)c1cc(=O)[nH]c2ccccc12)NCc1ccc(F)cc1	18	-19	-10	2	-1	1.2	1	4	-1

3 entries from above, sorted by heavy-atom count, lowest first.
SMILES	APJ antag	Mdm2 MdmX PPI	CXCR6 block	XBP1 UPR activ	APJ agonist	UPR CHOP act	tim23-1 inh	EBI2 antag	CCR6 antagonist
COc1ccc(-c2cc3ccccc3[nH]2)cc1	-18	-124	-17	-1	-3	7.8	8	-12	0
Cc1ccc(Cn2cccc(NC(=O)c3ccco3)c2=O)cc1	0	-13	11	-1	-4	3.0	-14	-2	15
COc1ccc(-c2nc(CSCC(=O)NCC3CCCO3)c(C)o2)cc1OC (configuration not stated)	4	-13	7	1	-2	-1.4	2	3	9

Further entries follow:
SMILES	APJ antag	Mdm2 MdmX PPI	CXCR6 block	XBP1 UPR activ	APJ agonist	UPR CHOP act	tim23-1 inh	EBI2 antag	CCR6 antagonist
CCOc1ccc(S(=O)(=O)NCCC(=O)NCc2cccnc2)cc1	10	-10	-2	-3	9	-0.7	-7	-8	-3
CCC(c1nnnn1CCOC)N(Cc1ccc(C)cc1)Cc1cc2cc(OC)ccc2[nH]c1=O (configuration not stated)	-3	9	12	2	-1	-3.3	15	-12	6
Cc1cc(C)c(N(C(=O)c2csnn2)C(C(=O)NC(C)(C)C)c2ccncc2)c(C)c1 (configuration not stated)	-25	4	1	-4	-2	-0.3	14	-1	10
CCCc1nnc(NC(=O)CCC(=O)N2CCN(C3CCCC3)CC2)s1	-4	12	-3	-3	1	-0.2	16	-5	-4
CC(C)Oc1ccc(CCNC(=O)C2CCC(=O)N(Cc3cccc(F)c3)C2)cc1 (configuration not stated)	-34	-8	3	-2	5	3.7	8	-6	13
COc1ccccc1CNC(=O)C1CCCN(S(=O)(=O)c2cnc[nH]2)C1 (configuration not stated)	-6	15	-4	-2	-1	0.7	-4	-5	-2
COc1ccc(NC(=O)C2CCN(S(=O)(=O)c3ccc(OC)c(OC)c3)CC2)cc1	19	15	1	-3	-6	-0.6	11	10	3
CCc1ccc(OCC(=O)N/N=C/c2ccc(OS(=O)(=O)c3ccc(C)cc3)c(OC)c2)cc1	-4	11	-5	-1	0	4.6	21	9	-3
COc1ccc(C(=O)CN2Cc3ccccc3C2=N)cc1	19	-144	5	1	-5	7.3	6	1	11
O=C(/C=C/c1ccccc1)N/C(=C\c1ccco1)C(=O)NCCO	14	16	5	1	-3	0.2	0	-18	6
CCC1ON(c2ccccc2)C2c3nc4ccccc4n3CC12 (configuration not stated)	15	12	-5	1	-2	-1.1	-5	-8	8
Cc1ccc(NC(=O)C2C3CCC(O3)C2C(=O)O)cc1Cl (configuration not stated)	-10	27	4	-2	0	-1.7	-5	15	-8
Cc1ccc(N2CCN(C(=O)c3cccs3)CC2)cc1C	-6	-17	-13	-2	-3	3.8	26	-18	10
CCc1ccc(C(=O)NC(CC(C)C)C(=O)O)cc1 (configuration not stated)	24	3	3	-3	-5	2.1	6	0	0
Cc1ccc(S(=O)(=O)Nc2ccc(S(=O)(=O)NCC3CCCO3)cc2)cc1 (configuration not stated)	-2	28	2	-7	-1	1.2	1	1	3
CCCNC(=O)c1n[nH]c2c1CC(C(C)(C)CC)CC2 (configuration not stated)	7	24	-26	0	3	3.5	57*	15	5
COc1cc(C(=O)Nc2ccc(S(=O)(=O)N3CCOCC3)cc2)c([N+](=O)[O-])cc1OC	6	-6	-3	-3	-4	-1.0	14	3	22
COc1ccc(-c2ccc(/C=N/N3C(=O)C4C5C=CC(C6CC56)C4C3=O)o2)c([N+](=O)[O-])c1 (configuration not stated)	-14	-5	-4	1	2	1.8	11	0	13
Cc1ccc(-c2nnc(SCC(=O)N/N=C/c3ccccc3C(=O)O)n2-c2ccccc2)cc1	8	-2	nt	-5	-3	2.1	15	nt	nt
CCN(CC)c1ccc(C(=O)NNC(=O)CCl)cc1	17	4	5	-3	-2	2.7	8	-1	0
NC(=O)CSc1ncnc2c1nnn2Cc1ccc(F)cc1	-5	4	2	-3	-1	-1.2	-1	-5	6
CCS(=O)(=O)c1ccc2oc(Nc3ccccc3Br)nc2c1	11	-108	0	0	-5	2.9	16	-5	-1
CC(=O)O/N=C/c1c(NCc2ccccc2)nc2c(C)cccn2c1=O	5	22	-6	2	-2	3.3	33	14	5
Cc1nn(C)c(NC(=O)c2ccc(Cl)cc2)c1Cl	12	7	4	-1	-5	1.2	19	4	11
O=C(NCc1nnnn1-c1ccc(F)c(F)c1)C(=O)c1c[nH]c2ccccc12	1	4	-6	-2	10	0.1	-4	-11	4
Cn1c(=O)[nH]c(Nc2ccccc2)c([N+](=O)[O-])c1=O	-26	-15	1	-1	-3	-0.2	-1	-8	-1
COc1cc(-c2nn3c(Cc4ccccc4)nnc3s2)cc(OC)c1OC	-3	22	-5	4	-3	0.0	15	5	-13
CCOC(=O)c1oc2ccccc2c1NC(=O)c1cc(OC)cc(OC)c1	6	15	0	3	-2	0.7	28	13	7

Compound activity: PubChem, Sanford-Burnham Center for Chemical Genomics
